GPR35 antagonists = GPR35 antagonists blocking zaprinast-driven arrestin recruitment, primary screen, imaging, U2OS, beta-arrestin-GFP, zaprinast agonist (AID 2058) | inhibition, % at 10 µM, or IC50 in µM where a hit was titrated | 0.052% of 290,000 active | U2OS GPR35 beta-arrestin-GFP translocation imaging, zaprinast antagonism; higher % means a stronger effect;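 active = inhibition of at least 50% with at least 30 cells and total cytoplasm GFP at most 10,000,000; inconclusive = under 30 cells or total GFP of 10,000,000 plus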
HIV peptide binding = cell-free HIV fusion peptide-binding blockers – biochemical, uHTS, fluorescence dequenching, primary screen (AID 1986) | 0.3% of 290,000 active | cell-free peptide binding, fluorescence dequenching, 30 min; higher % means a stronger effect | inhibition, % at 20 µM, or IC50 in µM where a hit was titrated; in the data active = inhibition mostly above about 52%, no sharp cut-off; inactive = mostly below about 76%; note: some results filed as inactive read as strong as hits
KOR beta-arrestin-1 = KOR agonists, beta-arrestin recruitment, primary screen, cell-based, luminescence, uHTS (AID 1777); one-dose activation, % at 10 µM; EC50 in µM for titrated hits; 0.02% of 280,000 active; KOR beta-arrestin recruitment, luminescence; higher % means a stronger effect; in the data active = activation above about 50%, passing the limit was not always enough; note: a part of the inactive calls stands beside numbers as strong as those of hits
Siah-1 displacement = blockers of Siah-1 interaction with plectin peptide – biochemical, fluorescence polarization, rhodamine-plectin, uHTS, primary screen (AID 1817) | Siah-1 / rhodamine-plectin peptide fluorescence polarization; higher % means a stronger effect | one-dose displacement, % at 20 µM; IC50 in µM for titrated hits | 0.02% of 290,000 active;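 active = displacement of at least 50% at 20 µM, with a fluorescence ratio check between 0.3 and a set limit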;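 note: plate controls were Siah plus tracer with DMSO for no effect and tracer alone without Siah for full effect; strong numbers were not always called active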
GPR55 LPI antagonism = inhibition of LPI-stimulated GPR55 beta-arrestin translocation – imaging, U2OS, beta-arrestin-GFP, LPI agonist, primary screen (AID 2013) | U2OS GPR55 beta-arrestin-GFP translocation imaging, LPI antagonism; higher % means a stronger effect | inhibition, % at 10 µM, or IC50 in µM where a hit was titrated | 0.13% of 290,000 active;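 active = spots per cell inhibited over 60%, with over 100 cells counted and total cytoplasm intensity under 500,000; inconclusive = wells with under 100 cells, flagged as likely toxic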;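 note: U2OS cells stably carrying GPR55 and arrestin-GFP stimulated by 5 µM LPI near EC80; imaged beta-arrestin-GFP aggregate spots per cell after agonist stimulation; plate controls were LPI-stimulated DMSO wells for no effect and DMSO wells without LPI for full effect; some results filed as inactive read as strong as hits; confirmed hits need IC50 under 10 µM and bright autofluorescent wells are also inconclusive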
KOR beta-arrestin-2 = kappa opioid receptor blockers – cell-based, luminescence, uHTS (AID 1778). 0.091% of 290,000 active. KOR beta-arrestin recruitment, luminescence, antagonist mode; higher % means a stronger effect. inhibition, % at 10 µM, or IC50 in µM where a hit was titrated; in the data active = inhibition above about 50%; note: strong numbers were not always called active
AID2073 = inhibitors of Mint1-CaV2.2 protein interaction, biochemical, HTRF (AID 2073); 0.19% of 290,000 active; inhibition, % at 20 µM, or IC50 in µM where a hit was titrated; HTRF protein-protein interaction, Mint1-CaV2.2; higher % means a stronger effect; in the data active = inhibition mostly above about 51%, no sharp cut-off; inconclusive = no clear call, values can overlap the other calls; inactive = mostly below about 53%; note: some results filed as inactive read as strong as hits
NOD1 inhibition = inhibition of NOD1-driven NF-kB reporter – cell-based, luminescence, uHTS, primary screen (AID 1578); NOD1-driven NF-kB luciferase reporter cells, luminescence; higher % means a stronger effect; inhibition, % at 4 µM, or EC50 in µM where a hit was titrated; 1% of 290,000 active; in the data active = inhibition mostly above about 36%, no sharp cut-off; inactive = mostly below about 34%;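 note: HEK-293T reporter cells stimulated with the NOD1 agonist gamma-tri-DAP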
GPR55 activation = selective activators of receptor GPR55 – imaging, U2OS cells, beta-arrestin-GFP redistribution, primary screen (AID 1961); 0.048% of 290,000 active; U2OS GPR55 beta-arrestin-GFP redistribution imaging; higher % means a stronger effect; activation, % at 10 µM, or EC50 in µM where a hit was titrated;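 active = activation above 40% with more than 50 cells counted in the well; inconclusive = wells holding fewer than 50 cells, flagged as toxic or sparse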;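 note: U2OS osteosarcoma cells stably expressing GPR55 and beta-arrestin-GFP; plate controls were DMSO negative control for no effect and LPI positive control for full effect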
Numbers without * were called inactive; ? = inconclusive; . = not tested or not shown; [ ] = dose if it differs, or a comment. These rows are one share of the data; the hit share may differ from the screen's.

entry	canonical_smiles	GPR35 antagonists	HIV peptide binding	KOR beta-arrestin-1	Siah-1 displacement	GPR55 LPI antagonism	KOR beta-arrestin-2	AID2073	NOD1 inhibition	GPR55 activation
1	O=C(NC1CC1)C1CCN(C2CCN(C(=O)CSc3ccccc3)CC2)CC1	-8%	-2.1%	5.8%	-2%	7%	26%	7%	-4%	-0.1%
2	Cc1nc2ccccn2c1C(=O)NC1CCCc2ccccc21 (configuration not stated)	0%	-1.7%	.	3%	0%	19%	-4%	29%	0.5%
3	O=C(COC(=O)c1c2c(nc3ccccc13)/C(=C/c1ccco1)CC2)NC1CCCC1	0%	65%	-3.4%	34%	5%	24%	9.1µM*	-17%	-0.4%
4	CCCNC(=O)c1nnsc1S(=O)(=O)c1ccc(Cl)cc1	4%	-1.4%	-1.0%	-1%	32%	-19%	16%	14%	1.0%
5	O=C(COC(=O)CCC1CCCC1)Nc1nc2c(F)c(F)c(F)cc2s1	7%	3.5%	-5.9%	-2%	-6%	-27%	17%	-18%	0.3%
6	COc1cc(C(CC(=O)Nc2cc(C)ccn2)N2Cc3ccccc3C2=O)cc(OC)c1OC (configuration not stated)	6%	140%	1.6%	1%	3%	-5%	3%	-3%	-0.3%
7	CC(C)CN(CC(C)C)C(=O)c1cc2c(=O)n3ccccc3nc2s1	10%	-1.5%	-4.7%	-7%	-10%	-2%	18%	8%	-0.1%
8	COc1cccc(-c2nc(CS(=O)(=O)CC(=O)NCc3ccccc3)c(C)o2)c1	-21%	0.2%	-1.6%	0%	0%	-12%	2%	-6%	-0.1%
9	CC1(C)CC(=O)c2sc(NC(=O)C(C)(C)C)nc2C1	-5%	0.1%	1.3%	-7%	-4%	-22%	8%	7%	0.3%
10	COCCCn1c(=O)c2sccc2n(Cc2ccccc2)c1=O	5%	0.4%	3.3%	8%	11%	8%	-3%	-10%	0.4%
11	O=C(NCc1ccccc1)C(c1ccccc1F)N(CC1CCCO1)C(=O)c1ccccn1 (configuration not stated)	4%	2.6%	2.5%	-3%	-4%	-19%	27%	19%	-0.2%
12	O=C1CN(C(=O)COC(=O)c2oc3ccccc3c2COc2ccccc2)c2ccccc2N1	2%	3.4%	0.9%	1%	-5%	-12%	8%	-23%	-0.1%
13	CC(=O)c1ccc(-n2c(CCC(=O)O)ccc2-c2ccccc2)cc1	27%	0.1%	-4.1%	28%	9%	-19%	13%	8%	-0.1%
14	O=C(c1ccc(N2CCOCC2)cc1)c1cccs1	6%	0.3%	-1.6%	8%	1%	24%	17%	-46%	0.0%
15	Cc1c(C)n(C)c2ccc([N+](=O)[O-])cc12	9%	-1.1%	-1.5%	-3%	-5%	12%	40%	-1%	-0.1%
16	Cc1cc(-c2nnnn2-c2ccc(F)cc2)no1	-1%	-0.2%	2.8%	-6%	-1%	-18%	6%	-12%	-0.2%
17	O=C1CCCC2=C1C(c1ccncc1)n1c(nc3ccccc31)N2 (configuration not stated)	-25%	1.1%	-4.6%	2%	-1%	-44%[20 µM]	?	-12%	-0.1%
18	O=C(COC(=O)c1cc(S(=O)(=O)N2CCOCC2)ccc1O)Nc1cc(S(=O)(=O)N2CCCC2)ccc1Cl	16%	1.5%	3.9%	14%	12%	-1%	-12%	-4%	0.3%
19	O=C(CSc1nnc(-c2ccc(Br)o2)n1Cc1ccccc1)c1ccccc1F	1%	1.4%	3.6%	4%	3%	20%	-1%	-26%	-0.1%
20	CCc1ccc(C(=O)c2cnc3ccc(OC)cc3c2N2CCN(CC)CC2)cc1	9%	-0.3%	-0.7%	2%	14%	-27%	-13%	-22%	0.3%
21	C(=N\Nc1ncnc2nc[nH]c12)/c1cccs1	-1%	-1.8%	-0.9%	2%	-11%	3%	-2%	-42%	-0.6%
22	O=C(Cn1nnc(N2CCCCC2)n1)c1ccc(Cl)c(Cl)c1	16%	2.4%	0.7%	2%	4%	15%	-8%	4%	-0.3%
23	Cc1ccc(Nc2nc3ccccc3n3cnnc23)cc1C	2%	-1.2%	-3.0%	3%	4%	19%	13%	-4%	0.0%
24	O=C(CCc1ccc(S(=O)(=O)N2CCOCC2)cc1)N1CCCC1	-1%	-1.4%	-1.2%	6%	1%	14%	-6%	-15%	-0.1%
25	CC1(C)CC(=O)c2cc(NC(=O)c3ccc(F)cc3)c(=O)oc2C1	-10%	4.3%	-0.9%	3%	8%	-23%[20 µM]	-13%	-40%	-0.1%
26	O=c1c(Cl)cc(Cl)nn1-c1ccccc1	29%	3.1%	1.6%	1%	33%	16%	2%	-11%	-0.3%
27	CCOC(=O)CSc1nnc(CCc2nc3ccccc3[nH]2)n1C	-5%	1.5%	-0.8%	2%	12%	-20%	0%	5%	-0.1%
28	CNC(=S)N1C2CCC1CC(NC(=O)NC13CC4CC(CC(C4)C1)C3)C2 (configuration not stated)	-1%	0.2%	0.0%	-5%	-5%	-11%	-12%	-31%	0.4%
29	O=C(CCN1C(=O)c2ccccc2S1(=O)=O)Nc1ccc(Cl)cc1	-7%	-0.4%	2.1%	-3%	-7%	-9%	11%	-7%	-0.1%
30	CCOC(=O)C1CCCN(S(=O)(=O)c2cc(Br)cc3c2N(C(=O)CC)CC3)C1 (configuration not stated)	-9%	1.9%	2.3%	0%	-1%	-63%	7%	4%	-0.2%
31	Cc1ccc(Oc2ncnc(N)c2[N+](=O)[O-])cc1C	-5%	0.1%	-0.8%	-2%	1%	-42%[20 µM]	35%	-17%	-0.1%
32	Nc1c(C(=O)OCC2CCCO2)c2nc3ccccc3nc2n1C1CCCCC1 (configuration not stated)	-5%	-0.5%	2.4%	3%	19%	-14%	10%	-54%	-0.3%
33	COc1ccccc1NC(=O)c1ccc2nc(N3C(=O)CCC3=O)sc2c1	17%	1.0%	-0.1%	-2%	7%	3%	5%	11%	-0.1%
34	COc1ccc(CC(=O)Nc2ccc3c(c2)C(=O)N(CCC(=O)O)C3=O)cc1	6%	0.2%	0.3%	-1%	10%	-29%[20 µM]	13%	-13%	-0.2%
35	CCC(C)NC(=O)C1CC(c2cccc(OC)c2)=NO1 (configuration not stated)	4%	16%	3.0%	2%	22%	-11%	-5%	-13%	-0.2%
36	CCN(CC)S(=O)(=O)c1ccc2[nH]cc(C(=O)NC3CC3)c(=O)c2c1	-5%	1.3%	-2.3%	1%	0%	0%	3%	-7%	0.0%
37	CCCCS(=O)(=O)CC(COc1ccccc1)OC(=O)c1ccccc1 (configuration not stated)	4%	-1.7%	1.4%	3%	4%	-14%	0%	-9%	0.0%
38	CCC(CC)C(=O)c1c[nH]c(C(=O)NCCOC)c1	-1%	-0.5%	-9.9%	-1%	6%	-2%[20 µM]	-1%	-19%	-0.1%
39	CCOc1ccc(NCc2cccn2-c2nnc(N3CCC(C(=O)NCCCN4C(C)CCCC4C)CC3)s2)cc1 (configuration not stated)	6%	-1.1%	-3.6%	9%	14%	45%	-12%	-21%	-0.1%
40	O=C(CSc1ccccc1)Nc1cc(Cl)ccc1Oc1ccccc1	-2%	1.4%	-2.5%	-6%	-11%	13%	0%	4%	-0.3%
41	O=C(COc1cccnc1[N+](=O)[O-])Nc1cccc(S(=O)(=O)N2CCOCC2)c1	3%	-0.2%	-0.1%	10%	-16%	-20%	12%	-9%	0.4%
42	Cc1[nH]c2ccc(C(=O)NCCCN3CCCCCC3)cc2c1C	13%	-1.8%	-5.9%	-7%	-7%	22%	27%	18%	0.3%
43	CCC(C(=O)OCC(=O)Nc1cc(Cl)ccc1Cl)c1ccccc1 (configuration not stated)	-3%	2.6%	1.4%	0%	20%	10%	4%	-28%	-0.1%
44	Cc1nnc(SC(C(=O)c2ccccc2)c2ccccc2)[nH]c1=O (configuration not stated)	2%	1.4%	-0.7%	13%	2%	34%	11%	1%	-0.1%
45	CC(C)(C)S(=O)(=O)/C(C#N)=C/c1sccc1C1OCCO1	6%	-1.5%	-1.6%	4%	-6%	3%	-2%	-10%	0.0%
46	CCCC(CCC(=O)NC1CCCCC1)C(=O)O (configuration not stated)	4%	5.0%	3.1%	-2%	27%	-14%	6%	-25%	-0.2%
47	OCCNc1nc(SCc2ccccc2)nc2sc3c(c12)CCC3	6%	-1.3%	-3.9%	-1%	9%	34%	-63%	32%	-0.1%
48	COc1ccc(-c2c3c(=O)n(C)c(=O)n(C)c3cn2-c2ccc(O)cc2)cc1	0%	-2.9%	0.8%	-5%	-9%	23%	14%	5%	-0.3%
49	CCCn1c(C)cc(C(=O)CSc2nnc3n(CCC)c(=O)c4ccccc4n23)c1C	-6%	0.5%	0.0%	1%	-13%	9%	-1%	-34%	0.1%
50	CCOc1ccc(NC(=O)CN(c2cccc(C(F)(F)F)c2)S(C)(=O)=O)cc1	-7%	-1.7%	-3.1%	1%	0%	-34%	2%	1%	-0.2%
51	COc1cc(CNC(C)C23CC4CC(CC(C4)C2)C3)cc(OC)c1OC (configuration not stated)	4%	2.2%	-0.8%	-3%	2%	-1%	-8%	-1%	0.5%
52	COc1ccc(NC(=O)Nc2ccc3c(c2)N(C)C(=O)CS3)cc1OC	-10%	0.6%	-2.8%	-6%	-4%	-34%	20%	20%	0.3%
53	Cc1c(C(=O)Nc2ccccc2[N+](=O)[O-])csc1-c1ccccc1	-13%	-1.2%	-2.4%	-2%	-5%	6%	10%	-22%	-0.2%
54	c1ccc(N2CCN(c3nc(NCc4ccco4)c4ccccc4n3)CC2)cc1	-2%	-2.8%	0.0%	-1%	35%	-21%	9%	-4%	-0.4%
55	CC1CCCN(C(=O)CCS(=O)(=O)Cc2ccccc2)C1 (configuration not stated)	-1%	0.8%	2.5%	3%	-2%	6%	1%	-18%	-0.1%
56	COc1ccccc1CNS(=O)(=O)c1ccc(S(=O)(=O)NC2CC2)cc1	-4%	-1.4%	-4.5%	0%	-13%	-2%	0%	-14%	-0.3%
57	O=C1CCCC(c2ccccc2)N1 (configuration not stated)	5%	-0.5%	4.2%	-1%	-8%	-3%	-8%	-24%	0.1%
58	OCC1(Cc2ccccc2)CCCN(Cc2ccn[nH]2)C1 (configuration not stated)	8%	-1.6%	.	6%	16%	11%[20 µM]	0%	-18%	-0.1%
59	Cc1ccc(C(=O)CN(C(=O)c2ccc(Cl)cc2)N2C(=O)CCC2=O)cc1	5%	1.0%	-2.0%	7%	-4%	-18%	-10%	-41%	0.2%

Assay outcomes deposited in PubChem by Sanford-Burnham Center for Chemical Genomics.
